High-throughput results (PubChem)
NadD inh – NadD (S. aureus) enzyme inhibition; inhibition, % at 20 µM; purified NadD enzyme, colorimetric absorbance read-out; 0.78% of 360,000 active; in the data active = inhibition above about 26%; also: some compounds past the cut are filed as inactive
Rpn11 block – inhibitors of human proteasome Rpn11 | O00487 | calls only at 20 µM | 0.59% of 360,000 active | human 26S proteasome, Ub4-pepOG fluorescence polarization; 20S core pre-blocked with epoxomicin;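 active = inhibition at 20 µM, scaled to each plate's controls, above about 33%, limit read from the data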
Scp1 inh – Scp-1 (human) phosphatase inhibition; Recombinant Scp1, phosphopeptide, malachite green phosphate absorbance; 0.88% of 340,000 active; inhibition, % at 20 µM;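 active = inhibition above about 50% at 20 µM, limit read from the data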;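 also: plate controls were DMSO wells with enzyme for no effect and wells lacking enzyme for full effect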
Target sequence (Q9GZU7 76-261 limits assumed): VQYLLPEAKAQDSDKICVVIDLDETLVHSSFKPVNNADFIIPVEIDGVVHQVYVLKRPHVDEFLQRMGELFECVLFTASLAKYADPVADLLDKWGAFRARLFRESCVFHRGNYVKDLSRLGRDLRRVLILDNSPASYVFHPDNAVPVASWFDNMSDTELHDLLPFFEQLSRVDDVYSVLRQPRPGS
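assay system = SCP-1 phosphatase catalytic domain, residues 76-261 | buffer or medium = 50 mM Tris acetate pH 5.5, 0.005% Tween-20, 10 mM MgCl2 | incubation = enzyme reaction 45 min at room temperature, colour 5 min, stabilisation 30 min | signal = Phosphate-binding colour reagent, absorbance read at 630 nm | measure = % inhibition at 20 µM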
LMPTP inh – LMPTP (human) inhibition; inhibition, % at 20 µM; P24666; recombinant LMPTP-A, OMFP fluorogenic substrate, fluorescence intensity; 0.22% of 360,000 active; AID 651560;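 active = compounds that cut the enzyme signal by at least half of the control window in the single-dose screen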;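 also: plate controls were DMSO wells with enzyme plus substrate for no effect and substrate without enzyme for full effect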
Target sequence (P24666 whole entry, looked up): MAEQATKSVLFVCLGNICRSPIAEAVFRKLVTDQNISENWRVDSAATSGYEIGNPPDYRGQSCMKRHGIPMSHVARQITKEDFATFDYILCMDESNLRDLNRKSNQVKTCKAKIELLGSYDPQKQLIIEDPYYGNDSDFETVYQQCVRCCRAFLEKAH
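Test system – LMPTP-A enzyme · Amount – LMPTP-A at 0.625 nM final in the reaction · Buffer or medium – Bis-Tris pH 6.0, DTT, detergent · Reagent – OMFP 400 µM · Doses – single 20 µM dose · Schedule – reaction 50 min, room temperature, dark · Detection – fluorescence intensity of OMFP turnover product · Evaluation – percent inhibition versus substrate-only and uninhibited controls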
CSN deneddyl inh – blocks human CSN-mediated cullin deneddylation; Purified CSN, SCF-Nedd8-OG deneddylation, fluorescence polarization; inhibition, % at 12.5 µM; 0.38% of 360,000 active; AID 651999;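 active = pattern-corrected inhibition above about 35%, with an unprinted fluorescence ratio check between 0.5 and 1.5, limit read from the data, passing the limit was not always enough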;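 also: 0% = enzyme with substrate and 100% = substrate without enzyme; some results filed as inactive read as strong as hits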
Target sequence (Q92905 whole entry, looked up, one chain of several): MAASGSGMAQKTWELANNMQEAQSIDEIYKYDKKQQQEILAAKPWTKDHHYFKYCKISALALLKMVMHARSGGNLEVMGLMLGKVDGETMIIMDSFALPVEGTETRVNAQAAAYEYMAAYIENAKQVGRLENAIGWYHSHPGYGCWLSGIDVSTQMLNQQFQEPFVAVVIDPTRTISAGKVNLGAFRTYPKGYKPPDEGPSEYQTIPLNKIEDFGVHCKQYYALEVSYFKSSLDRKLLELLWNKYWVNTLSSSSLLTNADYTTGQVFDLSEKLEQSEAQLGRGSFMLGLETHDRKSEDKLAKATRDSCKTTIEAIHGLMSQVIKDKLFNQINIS
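Schedule: reaction 90 min, room temperature / Assay system: HEK293T-derived human Csn5 enzyme / Input: Csn5 at 0.24 nM final / Measure: inhibition of Csn5 cleavage, % / Control set: substrate-only high control, full reaction low control / Technique: fluorescence polarization of the substrate / Buffer or medium: Tris/NaCl/DTT buffer, pH 7.5 / Reagent: SCFSkp2-Nedd8OG substrate at 10 nM final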
TbMetRS inhib – blocks T. brucei methionyl-tRNA synthetase activity | purified T. brucei MetRS, ATP depletion, Kinase-Glo luminescence | inhibition, % at 11.9 µM | 0.4% of 360,000 active | AID 624268;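 active = inhibition above a per-plate cutoff of the control wells' mean inhibition plus 3 SD, cut at about 5.5% in these data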;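 also: 0% = DMSO wells median and 100% = median of wells with control inhibitor compound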
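Test system: purified T. brucei MetRS enzyme. Also added: ATP, methionine and E. coli bulk tRNA substrates. Compound: 11.9 µM single point. Schedule: 15 min enzyme-compound preincubation, 2 h reaction, 10 min detection, 25 °C. Signal: luciferase luminescence of residual ATP, Kinase-Glo. Evaluation: percent inhibition versus plate control medians. Controls: DMSO wells, low control.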
DNMT1 block – inhibitors of human DNMT1; P26358; DNMT1 molecular beacon, Hinp1I cleavage, fluorescence; 0.83% of 360,000 active; inhibition (reported as % activation of signal), % at 10 µM; in the data active = inhibition above about 50%
SUMO1-SIM PPI – modulators of human SUMO1-mediated protein-protein interactions; P63165; SUMO1 binding to a labelled peptide, TR-FRET, 1 h; inhibition, % at 20 µM; 0.33% of 360,000 active; AID 602429; in the data active = inhibition above about 37%
Target sequence (P63165 whole entry, looked up): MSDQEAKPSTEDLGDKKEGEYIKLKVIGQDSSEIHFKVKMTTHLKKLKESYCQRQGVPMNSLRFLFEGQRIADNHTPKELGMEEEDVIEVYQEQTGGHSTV
MsrA inhibitor – inhibits bovine methionine sulfoxide reductase A | purified bovine MsrA, absorbance read-out | inhibition, % at 15.5 µM | 0.75% of 360,000 active; in the data active = inhibition above about 4.5%;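 also: 0% = vehicle wells with enzyme and 100% = reference inhibitor wells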
STEP block – STEP (human) phosphatase inhibition | P54829 | recombinant STEP, OMFP fluorogenic substrate, fluorescence | inhibition, % at 20 µM | 0.25% of 360,000 active | AID 588621;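 active = inhibition at 20 µM, scaled per plate between control wells, above about 37%, limit read from the data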;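 also: 0% = DMSO with enzyme and substrate and 100% = substrate only without enzyme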
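medium = Bis-Tris buffer pH 6.0, 2.5 mM DTT, 0.005% Tween 20 | test system = STEP (striatal-enriched tyrosine phosphatase) enzyme, cell-free | measure = normalized % inhibition | compound dosing = 20 µM, 1% DMSO | also added = 25 µM OMFP | schedule = reaction 20 min, ambient temperature | measured by = fluorescence read at 480 nm ex / 540 nm em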
* hit, by the source's call; i = inactive; / = no result given; + = active, no number.

SMILES | NadD inh | Rpn11 block | Scp1 inh | LMPTP inh | CSN deneddyl inh | TbMetRS inhib | DNMT1 block | SUMO1-SIM PPI | MsrA inhibitor | STEP block
CC(=O)/C(=N\Nc1ccc(Cl)cc1Cl)Sc1cccc2cccnc12 | 10.3 | + | 12.9 | 2.6 | 1.2 | -0.9 | -16.9 | -2.1 | -0.8 | 1.7
Cc1cc2oc(C(=O)Nc3nonc3C)c(C)c2cc1Cl | 8.6 | i | -8.8 | -0.7 | -3.5 | 0.0 | 11.1 | -2.0 | 0.0 | 0.6
c1ccc(Cc2nc3ccccc3s2)cc1 | 1.4 | i | -12.4 | -0.4 | 2.8 | -0.3 | -4.4 | -15.7 | 1.0 | -1.7
Cc1ccn(CC(=O)N2CCCC(N3CCN(c4cccc(C(F)(F)F)c4)CC3)C2)n1 (stereo not drawn) | -5.5 | i | / | -2.6 | -0.1 | 0.5 | 1.7 | 7.8 | -1.0 | 3.6
FC(F)(F)c1ccc(/C=N/N2CCN(Cc3ccccc3)CC2)cc1 | -0.3 | i | -3.7 | 0.3 | -7.7 | -1.2 | 14.6 | -3.7 | 0.8 | -0.3
O=S(=O)(c1ccccc1)c1nc(NC2CC2)sc1Cl | -2.7 | i | -5.2 | -1.7 | -2.1 | 0.4 | -1.1 | -2.7 | -0.2 | 0.5
O=C1CC(NCC2CCCO2)C(=O)N1c1ccc(F)cc1 (stereo not drawn) | 1.5 | i | -3.9 | -0.8 | -3.8 | -0.9 | 80.6* | 5.0 | -0.9 | -1.3
CN(CC(=O)NCCc1ccc(F)cc1)Cc1cccs1 | -1.4 | i | 2.2 | -1.5 | 0.7 | -1.8 | 2.6 | -3.8 | -0.2 | -1.7
CC(=O)c1ccc(OCC(O)CN2CCN(S(=O)(=O)c3c(C)c(C)cc(C)c3C)CC2)cc1 (stereo not drawn) | -6.2 | i | -1.8 | 0.7 | 3.1 | -0.3 | -1.9 | -2.1 | -2.2 | 0.5
CCN(CC)c1ccc(C2C(C(=O)OC)=C(C)NC(C)=C2C(=O)OC)cc1 | 5.8 | i | -6.1 | 0.3 | -1.5 | -0.6 | -7.2 | 1.2 | 1.3 | -5.0
CC(C)CN(C(=O)Cn1c(=O)cnc2ccccc21)C1CCS(=O)(=O)C1 (stereo not drawn) | -0.1 | i | -7.6 | -1.0 | -1.3 | -0.1 | 1.4 | -5.6 | 1.7 | -3.5
Cn1c(=O)c2c(SCC(=O)N3CCOCC3)nc(-c3ccccc3F)nc2n(C)c1=O | -2.5 | i | -10.2 | -1.0 | 6.4 | -0.1 | -2.5 | 0.5 | 0.9 | -0.8

Compound profiles (already shown). Order of screens: NadD inh | Rpn11 block | Scp1 inh | LMPTP inh | CSN deneddyl inh | TbMetRS inhib | DNMT1 block | SUMO1-SIM PPI | MsrA inhibitor | STEP block
Profile of O=C1CC(NCC2CCCO2)C(=O)N1c1ccc(F)cc1 (stereo not drawn) → 1.5 | i | -3.9 | -0.8 | -3.8 | -0.9 | 80.6* | 5.0 | -0.9 | -1.3
Profile of FC(F)(F)c1ccc(/C=N/N2CCN(Cc3ccccc3)CC2)cc1 → -0.3 | i | -3.7 | 0.3 | -7.7 | -1.2 | 14.6 | -3.7 | 0.8 | -0.3

Continued:
SMILES | NadD inh | Rpn11 block | Scp1 inh | LMPTP inh | CSN deneddyl inh | TbMetRS inhib | DNMT1 block | SUMO1-SIM PPI | MsrA inhibitor | STEP block
CCOC(=O)/C=C1\Nc2ccccc2OC1=O | 8.6 | i | -15.0 | -2.0 | -5.4 | -0.5 | -1.4 | -1.2 | 0.9 | 1.4
CC1CCC(NC(=O)CSc2nncn2C)CC1 (stereo not drawn) | -0.6 | i | 0.0 | 0.6 | -3.6 | -0.1 | 1.4 | 2.7 | -0.2 | 1.1
O=C(C[C@@H]1C/C=C\C[C@H](Cc2ccc(F)cc2)C(=O)OCCNC1=O)N[C@H](CO)Cc1ccccc1 | -4.2 | i | -3.0 | -2.0 | -0.9 | -0.4 | 6.8 | -1.5 | -1.2 | -1.2
CC1C2NC(=O)N(Cc3ccccc3)C1(C)Oc1ccccc12 (stereo not drawn) | -9.0 | i | 6.0 | -0.1 | 4.1 | -0.6 | 2.9 | -3.1 | -0.1 | -3.2
CC(=O)Nc1ccc(NC(=O)COc2ccc(-c3ccccc3)cc2)cc1 | 5.7 | i | -8.3 | 0.4 | -3.0 | 0.0 | 26.1 | -4.5 | 0.8 | 2.5
Cc1ccc(C(=O)OCC(=O)Nc2cccc(Br)c2)s1 | -0.4 | i | / | -0.1 | -2.2 | -0.3 | -0.1 | -4.3 | -0.9 | -0.7
CCOC(=O)c1cc2c(=O)n3ccccc3nc2n(Cc2ccco2)c1=NC(=O)c1ccc(OC)cc1OC | 23.3 | i | 23.9 | 9.5 | 4.2 | 0.5 | 12.3 | 18.4 | 2.5 | 6.5
COc1ccc(/C=N/n2c(=O)[nH]c3c([nH]c4ccc(Cl)cc43)c2=O)cc1CN1CCCCC1 | -3.0 | i | -14.1 | 11.5 | 21.5 | 4.1 | 19.8 | -45.6 | -0.5 | 6.7
O=C(NC1CCCC1)C1CCCN(S(=O)(=O)c2ccc(F)cc2)C1 (stereo not drawn) | -2.8 | i | -0.6 | -0.8 | 2.5 | -0.5 | 1.0 | 6.5 | -0.3 | -1.8
CSc1ccc(Cl)c(C(=O)Nc2nccs2)c1 | -1.6 | i | -7.8 | 0.7 | 1.6 | -0.4 | -5.5 | 4.4 | -1.2 | 2.0
COc1ccc(C(=O)NCCCC2CCCC2)cc1OC1CCN(C(C)C)CC1 | -12.7 | i | / | -2.1 | -2.7 | -0.1 | 0.4 | 1.6 | -0.1 | -3.2
CC(OC(=O)c1snc(C(=O)NC2CCCCC2)c1N)C(=O)NC(C)(C)C (stereo not drawn) | -0.1 | i | 6.0 | -1.5 | -1.2 | -1.3 | 2.9 | -9.7 | -1.1 | -4.3
CNC[C@H]1Oc2c(NC(=O)C3CCCCC3)cccc2C(=O)N([C@H](C)CO)C[C@@H]1C | 0.2 | i | -1.3 | -0.2 | -0.9 | -0.2 | -0.1 | 28.3 | -0.3 | -3.1
CN(C(=O)CSc1nnc(-c2ccc(Cl)cc2)n1CC1CCCO1)C1CCS(=O)(=O)C1 (stereo not drawn) | -4.0 | i | -6.1 | -0.9 | -5.1 | 0.7 | 1.5 | 4.0 | 1.4 | 0.1
COc1cc(OC)c(CNC2CCCCCC2)cc1Br | -4.8 | i | -6.5 | -3.0 | 1.1 | -0.6 | 2.8 | -0.1 | 0.0 | -0.8
Cc1ccc2c(c1)N(CC(=O)NC1CCCC1)C(=O)C(C)O2 (stereo not drawn) | 1.0 | i | -4.7 | -0.4 | 1.1 | -0.2 | -0.9 | 1.9 | -0.5 | 3.8
COC(=O)[C@]12CCCCC=C1N(Cc1ccccc1)C(=O)[C@H](CC(=O)NCC13CC4CC(CC(C4)C1)C3)C2 | 8.3 | / | / | 3.6 | -5.7 | -0.7 | / | 3.1 | -0.6 | /
CCOC(=O)c1cccc(NC(=O)CNS(=O)(=O)c2cccs2)c1 | -7.4 | i | -1.3 | 0.0 | -2.8 | 0.7 | -1.0 | -0.1 | -0.5 | -2.1
CC1CCCN(CCC(=O)Nc2ccc(Br)cc2)C1 (stereo not drawn) | -9.8 | i | -3.7 | 0.0 | 0.9 | 0.4 | 2.4 | 0.9 | 0.1 | 2.6
CC1(C)C(=O)Nc2ccccc2N1C(=O)CN1C(=O)NC(CCc2ccccc2)C1=O (stereo not drawn) | 1.1 | i | 3.5 | 2.2 | -3.0 | -0.9 | -12.3 | -1.0 | -0.1 | -0.6
Cc1noc(C)c1COC(=O)c1cnc(Cl)c(Cl)c1 | -4.6 | i | -1.0 | -1.0 | -9.1 | -0.9 | 0.0 | 1.8 | 0.9 | -2.9
CCC(C)NC(=O)CSc1nnc(-c2ccc(C(C)(C)C)cc2)n1C (stereo not drawn) | -7.0 | i | 5.7 | -0.9 | 1.2 | -0.3 | 0.1 | 7.1 | 0.6 | -0.1
Cn1c(=O)oc2cc(S(=O)(=O)NCCC(=O)N3CCc4ccccc43)ccc21 | -2.1 | i | -7.7 | -0.3 | 7.0 | -0.8 | -1.0 | 1.5 | 0.1 | -2.1
O=C(Nc1ccc(C(F)(F)F)cc1)c1cnc(N2CCN(c3ccccn3)CC2)c2ccccc12 | 10.7 | i | -0.9 | 4.6 | -2.7 | -0.5 | -6.4 | 15.7 | -0.6 | 5.1
Cc1ccc(NC(=O)CN(C)C(=O)c2cc3c(s2)CCCCC3)cc1 | -7.9 | i | -5.7 | 0.3 | -3.6 | -0.3 | -1.5 | 1.8 | 0.9 | -1.2
Cc1cc(NC(=O)CN2CCC(O)(c3cccc(F)c3)CC2)no1 | 6.9 | i | 9.4 | 1.2 | 0.5 | 0.1 | 0.5 | 0.3 | 0.1 | -4.2
COc1ccc(-n2nc3ccccc3n2)cc1 | -0.2 | i | -4.3 | 0.0 | -4.2 | -1.2 | -1.6 | -3.9 | 0.6 | -2.1
S=C(Nc1ccc(Br)cc1)NC1CCN(Cc2ccccc2)CC1 | -8.9 | i | -4.6 | 0.2 | -0.8 | -0.3 | -3.7 | -2.3 | -0.2 | 2.4
CNc1c(C(=O)O)ccc2c1C(=O)c1ccccc1C2=O | 3.5 | i | -5.2 | 6.0 | -4.3 | -0.3 | -10.8 | -7.5 | 0.6 | 1.9
Cc1ccc(C)c(NS(=O)(=O)c2csc(C(N)=O)c2)c1 | -8.2 | i | -3.0 | -0.4 | -1.8 | -0.7 | -0.7 | -1.7 | -0.2 | 0.2
Cc1ccccc1NC(=O)Cn1nc(C)n2cccc2c1=O | 0.5 | i | -11.0 | -1.4 | 3.6 | 0.9 | -1.4 | 3.7 | 0.9 | -3.5
CCCOC(=O)CCNc1n[nH]c(=O)[nH]c1=O | -4.6 | i | 0.5 | -1.1 | 1.3 | -1.3 | 1.9 | -2.7 | -0.6 | 2.1
O=C(/C=C/c1ccccc1[N+](=O)[O-])NNC(=O)c1ccncc1 | 4.9 | i | 5.8 | -0.1 | -7.1 | -0.5 | -2.1 | -23.5 | 2.4 | 2.3
Cc1ccc2nc(SCC(=O)Nc3cccc(S(=O)(=O)N(C)C)c3)[nH]c2c1 | 3.3 | i | -7.3 | -1.4 | -9.7 | 1.2 | 1.6 | 0.7 | 0.2 | -0.5
COC(=O)c1ccccc1N=Nc1c(C)noc1C | -1.4 | i | -10.8 | -1.3 | -4.6 | -0.3 | -2.8 | -13.2 | 0.1 | -0.1
